Assay outcomes from PubChem BioAssay.
RMI-FANCM inh: inhibitors of human RMI core complex binding to FANCM MM2; Fluorescence polarization, RMI core complex with F-MM2 peptide; stronger effect = lower value; FP signal (polarization) at 33 µM; hit rate 0.58% among 70,000; AID 1159607; in the data active = FP signal below about 40; also: inactives centre near 61; strong numbers were not always called active; unit not given here
Starred values were filed as active, the others as inactive; & = joins results of further samples.

RMI-FANCM inh | Molecule
72 | COc1cccc(-c2ccc(=O)n(CCCC(=O)Nc3cccc(Cl)c3C)n2)c1
58 | O=C1Nc2ccccc2Oc2ccc(NS(=O)(=O)c3ccc4c(c3)OCCO4)cc21
68 | Cn1nccc1C(=O)N=c1sc2cccc(Cl)c2n1C
66 | CS(=O)(=O)N1CCCCC1C(=O)Nc1nnc(-c2ccco2)o1 (stereo unspecified)
59 | CC(C)(O)C#Cc1ccc(C#N)cc1
69 | COc1ccc(CNC(=O)/C(C#N)=C/N2CCN(c3cccc(C)c3C)CC2)cc1
62 | O=C1CC2NCCc3cccc1c32 (stereo unspecified)
64 | Nc1ccc(S(=O)(=O)N2CCOCC2)cc1
62 | CC(=O)c1csc(CS(=O)(=O)Cc2cccc(C(F)(F)F)c2)n1
65 | CC(=O)CSc1ccnc(SCC(C)=O)n1
63 | Cc1cc(C)cc(OCCNS(=O)(=O)c2ccc(C)c(C)c2)c1
66 | CC(C)C(=O)NCCn1ncc2c(=O)n(Cc3ccccc3)cnc21
66 | CS(=O)(=O)N1CCCC(C(=O)Nc2nc(-c3ccc(F)cc3)cs2)C1 (stereo unspecified)
60 | COC(=O)c1ccc(CSc2ncnc3c2nnn3Cc2ccc(Cl)cc2)o1
66 | CC1CN(S(=O)(=O)c2ccc(C(=O)Nc3nnc(-c4cccc(S(C)(=O)=O)c4)o3)cc2)CC(C)O1 (stereo unspecified)
56 | CCOc1ccc(N2CC(CNC(=O)Nc3ccc(Cl)cc3)CC2=O)cc1 (stereo unspecified)
63 | Cc1cc(NC(=O)CSc2nnc(-c3ccc(=O)n(C)c3)n2C)no1
58 | Cc1onc(-c2ccccc2Cl)c1C(=O)Nc1nnc(SCC(=O)NCc2ccco2)s1
61 | CCS(=O)(=O)NC(N)=NCCc1ccccc1
59 | c1csc(C2NCCn3cccc32)c1 (stereo unspecified)
60 | CC(=O)c1c(-c2ccccc2)c2cc(Cl)ccc2n(C)c1=O
56 | O=C(CCS(=O)(=O)c1ccc(F)cc1)Nc1ccc(-c2nc3ccccc3s2)c(O)c1
88 | O=C(NCc1ccccc1)N1CCN(c2ccc3nnc(C4CC4)n3n2)CC1
50 | Cn1cnc(S(=O)(=O)NCCN2CCNC2=O)c1
53 | CCOC(=O)c1nn(C)c(C)c1Br
53 | O=C(NC(=O)c1ccc(-c2cccs2)s1)Nc1cccnc1
65 | COc1ccc(C23CC4CC(CC(O)(C4)C2)C3)cc1
54 | CNC(=O)C(=O)Nc1ccccc1C#N
65 | COC(=O)c1ccc2oc(=O)c(S(=O)(=O)N3CCCCCC3)cc2c1
55 | CCOC(=O)CSc1ncnc2sc3c(c12)CCCC3
54 | COC(=O)c1noc(C)c1C(=O)/C=C/N1CCCCC1
65 | Cc1cc(C)c(S(=O)(=O)NCC(c2ccsc2)N2CCc3ccccc3C2)c(C)c1 (stereo unspecified)
96 | C=CCn1c(SCC(=O)Nc2ccc3c(c2)OCCO3)nc2scc(-c3ccc(C)cc3)c2c1=O
67 | COC(=O)c1sccc1NC(=O)CN1CCCN(Cc2cc(C)ccc2C)S1(=O)=O
65 | O=c1cc(-c2ccccc2)[nH]c2nc(Cl)ccc12
70 | CCOc1cc(C(=O)Nc2nnc(-c3ccc4c(c3)OCCO4)o2)cc(OCC)c1OCC
64 | CNC(=O)C(=O)Nc1ccc(N(C)C)cc1
56 | COc1cc(/C(C)=N\NC(=O)CCn2c3ccccc3c3ccccc32)ccc1O
52 | Nc1ccccc1Sc1ccccc1[N+](=O)[O-]
67 | COc1cccc(OCCNC(=O)c2ccc(F)cc2)c1
64 | COc1ccc(C(C)C)cc1S(=O)(=O)Nc1ccc(C(=O)O)cc1
57 | COc1ccc(-c2c(C)c3ccc(OCC(N)=O)cc3oc2=O)cc1OC
58 | CC1CN(c2cc(=O)n(-c3cccc(Br)c3)c(=O)[nH]2)CC(C)O1 (stereo unspecified)
73 | O=S(=O)(CCc1ccccc1)NCCc1ccc(N2CCCC2)cc1
100 | CC1CN(S(=O)(=O)c2ccc(C(=O)N(CCCN(C)C)c3nc4c(Cl)cccc4s3)cc2)CC(C)O1 (stereo unspecified)
122 | CCOc1ccc(-c2ccc(N3CCN(C(=O)Nc4ccc(C)c(F)c4)CC3)nn2)cc1
78 | O=C(Nc1sc2c(c1CN1CCN(C(c3ccccc3)c3ccccc3)CC1)CCC2)c1ccc(F)cc1
67 | Cc1ccccc1C(=O)NCCOc1ccc2nnc(-c3ccc(F)cc3)n2n1
79&52 | Cc1cccc(N2C(=O)C3C(C4=C(O)c5ccccc5C4=O)=NC(c4ccccn4)C3C2=O)c1 (stereo unspecified)
55 | COc1ccc(C)cc1NC(=O)CSc1nnc(C2CCCCC2)n1N

In the list so far, these have an NH in an aromatic ring.
RMI-FANCM inh | Molecule
65 | O=c1cc(-c2ccccc2)[nH]c2nc(Cl)ccc12
58 | CC1CN(c2cc(=O)n(-c3cccc(Br)c3)c(=O)[nH]2)CC(C)O1 (stereo unspecified)

Continued:
RMI-FANCM inh | Molecule
85 | CCOC(=O)c1ccc(OCC2c3cc(OC)c(OC)cc3CCN2C(=O)CC2CCCCC2)cc1 (stereo unspecified)
74 | O=C(Nc1nc(-c2ccccc2)ns1)c1ccccc1
66 | O=C(CC1CSc2nc3c(c(=O)n21)CCCC3)NCc1ccccc1Cl (stereo unspecified)
69 | O=C(Cn1cnc(-c2ccc(F)cc2)cc1=O)Nc1cccnc1
62 | Cc1cc(C)n(CC(=O)Nc2cccc(Cl)c2C)c(=O)c1C#N
60 | Cc1ccccc1-c1ccc(N2CCC(C(=O)NCc3cccs3)CC2)nn1
55 | COc1cc(COc2cccc3ccc(N4CCC(C(N)=O)CC4)nc23)cc(OC)c1
68 | NC(=O)c1cc(-c2ccccc2)sc1NC(=O)CSc1nc2scc(-c3ccccc3)c2c(=O)n1-c1ccccc1
58 | COC(=O)Nc1ccc(S(=O)(=O)n2cnc3ccccc32)cc1
67 | COc1ccc2c(CC(=O)N3CCN(c4ccccc4F)CC3)cc(=O)oc2c1
59 | CCOC(=O)c1sc(NC(=O)CSCC(=O)OC)c(C(=O)OCC)c1C
58 | Cc1ccc(NC(=O)c2ccccc2NC(=O)c2ccc3ccccc3c2)c(C(=O)c2ccccc2)c1
72 | O=C(NCCn1nc(-c2ccncc2)ccc1=O)c1cccc2ccccc12
61 | COc1ccccc1N1CCN(CCNC(=O)c2ccc(Br)o2)CC1
55 | CN1C2CCC1CC(NC(=O)c1nn(C)c3ccccc13)C2 (stereo unspecified)
67 | Cc1cc(OCCCC(=O)N2CCCCC2)cc(C)c1Cl
67 | COc1ccc(CNC(=O)CCC2=NS(=O)(=O)c3ccccc3N2)cc1OC
44 | NC(=O)N/N=C\c1ccc(-c2ccc(C(F)(F)F)cc2[N+](=O)[O-])o1
74 | Cc1ccc(C)c(S(=O)(=O)Nc2ccc(C(=O)NCc3ccco3)cc2)c1
59 | Cn1c(=NC(=O)CCSc2ccccc2)sc2ccccc21
91 | CN(c1ccc(F)cc1)S(=O)(=O)c1ccsc1-c1nc(-c2ccc(Br)cc2)no1
97 | O=C(CSc1nc2sc3c(c2c(=O)n1-c1ccccc1)CCCCC3)NCc1ccco1
64 | O=C(Nc1ccc2c(c1)N(C(=O)C1CCCC1)CC2)c1ccccc1C(F)(F)F
66 | N#Cc1ccsc1NC(=O)CCOc1ccccc1
66 | CSc1ccc2nc(NC(C)=O)sc2c1
49 | CCOC(=O)N1CCN(C(=O)C(=O)c2cn(CC(=O)N3CCCCC3)c3ccccc23)CC1
61 | O=C(Nc1cccc(N2CCCS2(=O)=O)c1)c1ccc(Br)cc1
73 | CCOC(=O)N1CCN(c2nc3ccccc3nc2S(=O)(=O)Cc2ccc(Cl)cc2)CC1
55 | CC(=O)/C(C#N)=C(\N)SCc1csc(-c2ccc(Cl)cc2)n1
63 | Cc1ccc(CNC(=O)Cn2c(=O)nc(-c3ccccc3)c3ccccc32)cc1
58 | CCOC(=O)Cc1csc(NC(=O)c2ccc(=O)n(Cc3cccc(F)c3)n2)n1
67 | O=C(Cc1ccccc1)NCCn1ncc2c(N3CCN(c4ccccc4)CC3)ncnc21
64 | COc1ccc(NC(=O)Cc2c(C)nc(SCc3ccccc3F)[nH]c2=O)cc1Cl
15* | Cn1c(/C=C(\C#N)c2nc3ccccc3s2)ccc1-c1cccc(Cl)c1
55 | CCOC(=O)N1CCC(N/C=C(\C#N)S(=O)(=O)C(C)C)CC1
67 | O=C(Nc1ccc2c(c1)N(C(=O)C1CCCC1)CC2)c1ccc(F)cc1Cl
67 | COc1ccc(-n2c(SCc3nc(-c4ccccn4)no3)nc3ccsc3c2=O)cc1
66 | Cc1cccc(CC(=O)Nc2ccc3c(c2)CN(C(=O)c2cccs2)CC3)c1
61 | Cc1cc(=O)[nH]c(N2CCOCC2)n1
63 | CCc1ccccc1NC(=O)CSc1nc2c(-c3ccccc3)c[nH]c2c(=O)n1C
115 | O=C(CSc1ccc(-c2ccc(-n3ccnc3)cc2)nn1)NCc1ccccc1Cl
62 | COc1ccc2c(c1OC)C(=O)N(c1ccc(Cl)cc1)C2
62 | COc1ccc(Cl)cc1C(=O)N1CCN(c2ccc3nnc(C4CC4)n3n2)CC1
65 | CN(C)S(=O)(=O)c1ccc(-c2nnc(NC(=O)/C=C/c3ccccc3)o2)cc1
62 | CNCC(O)COc1ccc(C)cc1 (stereo unspecified)
63 | CCCCCCCCOc1cccc(OCC(=O)Nc2ccc(S(N)(=O)=O)cc2)c1
55 | Cc1cc(C(=O)Nc2ccccc2N2CCCCC2)c(C)o1
64 | O=[N+]([O-])c1ccccc1S(=O)(=O)Nc1cccc(-c2ccc3nncn3n2)c1
62 | O=C(c1ccccn1)N1CCN(c2ccc3nnc(C4CC4)n3n2)CC1
53 | CC(C)S(=O)(=O)c1ccc(C(=O)N2CCNC(=O)C2(C)C)cc1

Grouped by structure: the entries above with bromine.
RMI-FANCM inh | Molecule
53 | CCOC(=O)c1nn(C)c(C)c1Br
58 | CC1CN(c2cc(=O)n(-c3cccc(Br)c3)c(=O)[nH]2)CC(C)O1 (stereo unspecified)
61 | COc1ccccc1N1CCN(CCNC(=O)c2ccc(Br)o2)CC1
91 | CN(c1ccc(F)cc1)S(=O)(=O)c1ccsc1-c1nc(-c2ccc(Br)cc2)no1
61 | O=C(Nc1cccc(N2CCCS2(=O)=O)c1)c1ccc(Br)cc1

More compounds.
RMI-FANCM inh | Molecule
58 | NNC(=O)Cc1ccccc1
85 | COC(=O)c1ccc2c(=O)n3nc(Nc4ccc(C)c(C)c4)sc3nc2c1
52 | COc1ccc(S(=O)(=O)N2CCC(C(=O)Nc3ccc4c(c3)C(=O)NC4=O)CC2)cc1
68 | CS(=O)(=O)c1ccc2nc(N3CCNCC3)sc2c1
42 | CCOC(=O)/C(C)=N\NC(N)=S
60 | Nc1nnc(-c2ccc(Cl)cc2Cl)s1
71 | CCc1ccc(-c2cc3c(SCC(=O)Nc4cc(Cl)ccc4OC)nccn3n2)cc1
64 | CCC(=O)Nc1ccc(S(=O)(=O)NCCCn2nc(-c3ccncc3)ccc2=O)cc1
54 | Cc1cc(O)cc(C)c1Cl
62 | O=C(Cc1ccc(F)cc1)Nc1ccc(SCC(=O)N2CCCC2)nn1
59 | Cc1csc(NC(=NS(=O)(=O)c2ccccc2)c2ccccc2)n1
73 | COc1ccc(-c2cn3c(C(=O)Nc4ccc5c(c4)OCCO5)csc3n2)cc1
56 | N#C/C(=C\N1CCCCC1)S(=O)(=O)c1ccc(Cl)cc1
67 | O=C(NCc1cccnc1)C(=O)Nc1ccc(N2CCCS2(=O)=O)cc1
85 | O=C(Cc1cccs1)Nc1c(C(=O)Nc2ccc([N+](=O)[O-])cc2)oc2ccccc12
54 | O=C(O)CN(CCCc1ccccc1)CC(=O)O
58 | COCc1cc(=O)[nH]c(SCC(=O)C(C)(C)C)n1
56 | O=S(=O)(Cc1noc(-c2ccccc2)n1)c1ccc(F)cc1
78 | O=C(Nc1ccc2c(c1)N(C(=O)c1cccs1)CC2)c1ccc(F)cc1
56 | Cc1c(C(=O)N2CCN(c3ccccc3)CC2)oc2c1C(=O)CCC2
15* | O=C(Nc1cccs1)N1CCn2cccc2C1c1ccc(F)cc1 (stereo unspecified)
43 | Cc1ccc2cc(NC(=O)c3cc(-c4ccccc4)oc3C)ccc2n1
63 | Cn1nc(-c2ccc(/C=N\NC(=O)c3ccc(Cl)cc3Cl)s2)cc1C(F)(F)F
62 | C#CCOc1cccc(-c2nnc(CC)o2)c1
56 | O=C(NNc1ccccc1C(F)(F)F)c1c(F)cccc1Cl
70 | COCC(=O)Nc1cc(C)nn1-c1nc2c(c(=O)[nH]1)CCC2
98 | O=C(c1nnn(-c2ccccc2)c1CSc1ncccn1)N1CCN(c2cccc(Cl)c2)CC1
60 | c1ccc(-c2nnc(CNCc3cccs3)o2)cc1
59 | Cc1cc(C)n(-c2ccc(SCC(=O)Nc3ccc(Cl)cc3)nn2)n1
52 | N/C(CN1CCCCC1)=N/O
76 | O=c1c2nnn(Cc3cccc(F)c3)c2ncn1Cc1nc(-c2ccccc2Br)no1
59 | COc1cc(C2N(Cc3ccccc3)CCN2Cc2ccccc2)c([N+](=O)[O-])cc1OC
77 | Cc1ccc(Cl)cc1S(=O)(=O)NCC1CCN(C(C)C)CC1
64 | CC(=O)Nc1ccc(SCCCC(=O)N2CCN(c3ccccc3Cl)CC2)nn1
58 | COC(=O)c1cnc(SCC(=O)Nc2cccc(Cl)c2)n1C
57 | COC(=O)c1sc(-c2ccccc2)cc1NC(=O)c1ccn(C)n1
80 | CC(=O)c1cccc(NC(=O)CSc2ncnc3sc(C)c(C)c23)c1

As a working copy, 4 of the compounds above:
RMI-FANCM inh | Molecule
64 | CC(=O)Nc1ccc(SCCCC(=O)N2CCN(c3ccccc3Cl)CC2)nn1
58 | COC(=O)c1cnc(SCC(=O)Nc2cccc(Cl)c2)n1C
57 | COC(=O)c1sc(-c2ccccc2)cc1NC(=O)c1ccn(C)n1
80 | CC(=O)c1cccc(NC(=O)CSc2ncnc3sc(C)c(C)c23)c1

Some of the compounds tested. The share of hits here may be higher or lower than overall.
